ARFGAP1 inhibitor – rat ARFGAP1 inhibition; inhibition, % at 16.5 µM; 360,000 compounds, 0.26% hits; Arfgap1-stimulated ARF1 GTP hydrolysis, GDP FP detection; Q62848;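 active = inhibition above a per-plate limit, mean inhibition of low control wells plus 3 SD, cut at about 25% in these data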;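 also: 0% = DMSO wells with enzyme and 100% = wells lacking Arfgap1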
Target sequence (Q62848 1-136 limits assumed): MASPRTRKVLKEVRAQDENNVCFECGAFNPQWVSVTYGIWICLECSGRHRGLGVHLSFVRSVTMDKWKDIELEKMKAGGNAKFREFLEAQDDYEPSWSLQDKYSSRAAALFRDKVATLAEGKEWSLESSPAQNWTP
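Material – truncated rat Arfgap1 GAP domain · Buffer or medium – HEPES-based buffer, pH 7.5 · Reagent – human ARF1(Δ1-17)-GTP substrate · Dosing – 16.5 µM single point, 1.26% DMSO · Schedule – GTP hydrolysis reaction 2 h at 25 °C · Technique – GDP detection by fluorescence polarization · Benchmarks – No-Arfgap1 wells (100%) versus DMSO full-reaction wells (0%) · Repeats – single replicate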
GC-B act – GC-B (human) receptor activation. 370,000 compounds, 0.11% hits. activation, % at 10 µM. P20594. AID 1920062. HEK293-GC-B cells, CNP EC30, cGMP TR-FRET; 0% at EC30 CNP, 100% saturating CNP;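 active = activation at 10 µM reaching about 35% in either raw or pattern-adjusted values, limit read from the data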
HTRA1 inhibitor – inhibitors of human serine peptidase HTRA1 | recombinant HTRA1, FP-rhodamine activity-based probe, fluorescence polarization | Q92743 | AID 504803 | inhibition, % at 5.96 µM | 340,000 compounds, 0.5% hits; in the data active = inhibition above about 36%;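 also: 0% = enzyme with DMSO and 100% = wells lacking enzyme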
Target sequence (Q92743 whole entry, looked up): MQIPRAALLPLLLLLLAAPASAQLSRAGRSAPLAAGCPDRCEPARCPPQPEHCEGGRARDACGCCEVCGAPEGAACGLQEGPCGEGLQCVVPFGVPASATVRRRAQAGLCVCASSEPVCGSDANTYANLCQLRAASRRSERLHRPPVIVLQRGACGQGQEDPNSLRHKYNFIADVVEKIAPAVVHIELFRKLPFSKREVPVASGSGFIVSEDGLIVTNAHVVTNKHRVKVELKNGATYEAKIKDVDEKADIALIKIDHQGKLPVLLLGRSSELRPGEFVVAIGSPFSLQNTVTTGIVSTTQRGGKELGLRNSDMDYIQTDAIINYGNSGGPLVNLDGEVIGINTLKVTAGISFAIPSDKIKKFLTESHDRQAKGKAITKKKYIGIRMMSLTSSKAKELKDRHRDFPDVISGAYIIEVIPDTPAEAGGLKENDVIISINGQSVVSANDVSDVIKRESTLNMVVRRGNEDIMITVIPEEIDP
NR1D1 modulator – modulates human Rev-erb alpha binding to DNA; 370,000 compounds, 0.79% hits; activity, % at 10 µM; P20393; Rev-erbα–FITC-DNA binding, fluorescence polarization, 90 min; AID 1259318;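 active = activity above about 14%, limit read from the data; passing the limit was not always enough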;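 also: 0% = DMSO wells with 35 nM protein and 100% = DMSO wells with 750 nM protein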
PG9 binder – small molecules binding HIV-1 gp120 antibody PG9; inhibition, % at 6.7 µM; TR-FRET gp120-PG9 antibody binding; 360,000 compounds, 0.43% hits; AID 624416; in the data active = inhibition above about 8.5%
SMARCA2 act – increases SMARCA2 function in MMTV reporter cells; MG213 cells, MMTV-luciferase reporter, dexamethasone, overnight; activation, % at 9.1 µM; 370,000 compounds, 1% hits; AID 652017; in the data active = activation above about 7.8%;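 also: 0% = vehicle wells and 100% = reference activator wells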
rCAG binder – molecules binding r(CAG) RNA repeats | inhibition, % at 3 µM | 370,000 compounds, 1.3% hits | r(CAG) RNA repeat, TO-PRO-1 dye displacement fluorescence;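 active = inhibition above the plate cutoff, the mean of all test compounds on that plate plus 3 SD, cut at about 35% in these data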;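 also: 0% = DMSO alone and 100% = 100 µM mitoxantrone as full dye displacement; higher means more dye released from RNA so lower well fluorescence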
ASAP1 GAP inh – inhibitors of human ASAP1 ArfGAP activity; 360,000 compounds, 0.19% hits; ASAP1-stimulated ARF1 GTP hydrolysis, GDP FP detection; inhibition, % at 16.5 µM; Q9ULH1; AID 624377; in the data active = inhibition above about 25%;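 also: 0% = vehicle with enzyme and substrate and 100% = no enzyme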
GC-A act – GC-A (human) enzyme activation | P16066 | HEK293 GC-A cells, cGMP TR-FRET, EC30 ANP; 0% at EC30 ANP, 100% saturating ANP | activation, % at 10 µM | 370,000 compounds, 0.14% hits | AID 1671463; in the data active = activation above about 40%
ABHD4 inh – ABHD4 (mouse) inhibition, primary FP screen. purified mABHD4, FP-Rh probe fluorescence polarization. inhibition, % at 8.92 µM. 370,000 compounds, 0.54% hits;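 active = inhibition exceeding the mean over every tested compound plus 3 SD, cut at about 30% in these data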;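 also: 0% = plate median of compound wells and 100% = S159A mutant with DMSO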
Target sequence (Q8VD66 whole entry, looked up): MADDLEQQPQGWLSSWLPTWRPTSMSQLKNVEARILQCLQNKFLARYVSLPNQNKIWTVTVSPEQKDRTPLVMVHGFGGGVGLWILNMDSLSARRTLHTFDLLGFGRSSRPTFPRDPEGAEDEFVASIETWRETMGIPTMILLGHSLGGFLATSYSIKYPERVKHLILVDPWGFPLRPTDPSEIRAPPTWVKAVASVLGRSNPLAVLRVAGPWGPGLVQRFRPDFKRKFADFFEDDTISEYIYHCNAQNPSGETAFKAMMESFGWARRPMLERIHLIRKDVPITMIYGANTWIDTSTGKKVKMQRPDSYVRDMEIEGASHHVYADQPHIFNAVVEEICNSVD
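Assay system: Wild-type mouse ABHD4 protein | Medium: HEPES pH 7.0 buffer, 150 mM NaCl, 0.01% Pluronic F-127 | Incubation: Enzyme–compound pre-incubation 45 min, then probe 60 min, both 25 °C | Technique: Fluorescence polarization with parallel and perpendicular emission, 525/598 nm | Evaluation: % inhibition of FP-Rh probe binding versus controls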
An asterisk follows results filed as active; nt = not tested or not shown.

The line under a structure holds: ARFGAP1 inhibitor, GC-B act, HTRA1 inhibitor, NR1D1 modulator, PG9 binder, SMARCA2 act, rCAG binder, ASAP1 GAP inh, GC-A act, ABHD4 inh
> C=CCn1c(COc2ccc(CC)cc2)nnc1SCC(=O)NC1CCS(=O)(=O)C1 (stereo unspecified)
 : 4.4, 0.5, 0.8, -4.9, 1.5, -1.0, -4.5, -12.3, 2.6, -0.6
> COc1cccc(N2C(=O)C3NN=C(C(=O)CN4C(=O)c5ccccc5C4=O)C3C2=O)c1 (stereo unspecified)
 : -2.1, -0.5, nt, 1.3, 0.0, -2.9, 7.1, 2.1, 0.6, -8.4
> Cc1ccccc1S(=O)(=O)NC(=O)C1(C)CCN1C(=O)c1ccccc1CCc1ccccc1 (stereo unspecified)
 : 10.2, 3.0, nt, -3.1, -0.2, -4.5, 49.6*, 13.3, 8.1, -9.6
> c1ccc(-c2nc(NCc3ccco3)c3ccccc3n2)cc1
 : 2.8, 8.7, -80.8, 2.4, -1.2, 0.5, 7.4, -4.3, 6.9, -28.7
> CC(C)CC(C)c1cc(N)nc2nc3ccccc3n12 (stereo unspecified)
 : -5.8, 4.8, -10.0, -0.6, -1.9, -4.3, 10.7, 5.5, -0.3, 3.4
> Cn1c(SCC(=O)N2CCc3ccccc3C2)nnc1-c1cccs1
 : -8.3, -9.3, 2.8, -0.9, 1.2, -1.4, -2.3, -5.3, -8.2, -4.8
> CCOc1ccccc1NC(=S)N1CCN(c2cccc(OC)c2)CC1
 : 7.5, 4.0, 5.8, -3.1, 3.8, -3.4, 7.4, 0.4, 1.1, 1.9
> C=C(C)CSc1nnc(-c2cc(OC)c(OC)c(OC)c2)n1N
 : -2.6, 5.0, 0.5, -4.7, -1.7, -2.2, -0.3, 7.4, 4.1, 3.7
> CCn1c(SCC(=O)Nc2nc(-c3ccc(C)cc3)cs2)nnc1-c1ccccc1O
 : 3.8, 2.3, -60.7, 1.9, 2.8, -2.4, 7.0, 16.7, 18.2, -54.1
> Cc1cc(OCc2ccc(F)cc2)nc(-c2ccccc2O)n1
 : 0.8, -2.2, 3.7, 21.8, -1.7, -2.9, 1.8, 22.8, 1.0, -11.6
> CC(=O)N1c2ccccc2CCc2ccc(N)cc21
 : -3.0, 0.9, 2.7, 3.2, -2.2, -1.7, 0.3, 3.2, 2.7, 5.9
> COc1ccc(C2(C)NC(=O)N(CC(=O)Nc3ccc4[nH]c(=O)[nH]c4c3)C2=O)cc1 (stereo unspecified)
 : -1.6, 1.1, 11.8, 1.8, -4.4, -0.8, 8.7, 4.3, 0.4, 5.0
> O=C(CSc1nnc(CN2CCCCCC2=O)n1-c1ccccn1)NCC(F)(F)F
 : -1.5, 2.6, 5.0, -2.8, 0.2, 0.2, -2.2, -8.6, -1.6, -0.2
> O=C(CCn1c(=O)oc2ccccc21)Nc1ccon1
 : 3.7, 0.7, 5.8, -0.6, -0.3, -0.4, -3.7, 5.1, 2.6, -0.4
> CCCCNc1c([N+](=O)[O-])cc(C)cc1[N+](=O)[O-]
 : -0.4, -1.0, -5.8, 0.3, 0.5, -1.2, -1.4, 9.4, -1.3, -2.4

The list goes on; it opens with the three that closed the last part.
The line under a structure holds: ARFGAP1 inhibitor, GC-B act, HTRA1 inhibitor, NR1D1 modulator, PG9 binder, SMARCA2 act, rCAG binder, ASAP1 GAP inh, GC-A act, ABHD4 inh
> O=C(CSc1nnc(CN2CCCCCC2=O)n1-c1ccccn1)NCC(F)(F)F
 : -1.5, 2.6, 5.0, -2.8, 0.2, 0.2, -2.2, -8.6, -1.6, -0.2
> O=C(CCn1c(=O)oc2ccccc21)Nc1ccon1
 : 3.7, 0.7, 5.8, -0.6, -0.3, -0.4, -3.7, 5.1, 2.6, -0.4
> CCCCNc1c([N+](=O)[O-])cc(C)cc1[N+](=O)[O-]
 : -0.4, -1.0, -5.8, 0.3, 0.5, -1.2, -1.4, 9.4, -1.3, -2.4
> C[C@H]1CN([C@@H](C)CO)C(=O)CCCn2cc(nn2)CO[C@@H]1CN(C)C(=O)Nc1cccc(Oc2ccccn2)c1
 : 5.8, 3.0, -0.7, 3.4, -3.9, -3.4, -0.7, 13.6, 4.6, 1.7
> Cc1nn(C)cc1/C=C1\CCC/C(=C\c2cn(C)nc2C)C1=O
 : -1.9, -1.8, 0.0, 0.6, -0.7, -1.3, -4.6, -4.0, -5.3, -1.3
> CN(C(=O)c1ccc(NC(=O)Cc2cccc(NC(=O)C3CCN(C(=O)C4CCCCC4)CC3)c2)cc1)C1CC1
 : 12.9, 6.5, -3.1, 2.5, -2.6, -4.7, 7.9, 4.0, 0.0, -5.4
> O=C(CSc1nc(=O)n2cc(Cl)ccc2n1)Nc1ccc2c(c1)OCO2
 : 13.2, -4.9, -2.8, -6.1, -1.8, 2.9, 10.4, -4.3, 1.4, 0.6
> COc1ccc(O)c(-c2cn[nH]c2-c2cccs2)c1
 : 0.7, 0.7, -6.2, -7.0, -1.8, -3.5, -0.5, 1.8, 2.2, 6.1
> C=CCn1c(SCC(=O)NC2CC2)nc2sc(CC)cc2c1=O
 : -0.8, -8.7, 2.5, 6.7, -1.1, -1.3, -3.7, 15.2, -11.8, 0.1
> CCN=C(NCC)SC1CC(=O)N(c2cccc(OC)c2)C1=O (stereo unspecified)
 : -3.4, 4.5, 0.2, 5.5, -2.2, -3.7, -5.9, -6.7, 1.5, -0.5
> COc1ccc(-n2c(CNC(=O)c3ccc(S(=O)(=O)N4CCCC4)cc3)n[nH]c2=S)cc1
 : 4.4, 2.8, -5.3, -7.6, 0.3, 0.4, 2.9, 11.7, -0.2, 5.3
> O=C1CCCN1CCC1CCCCN1Cc1nc(-c2cnccn2)no1 (stereo unspecified)
 : 3.7, 1.4, 1.1, -0.9, -0.1, 0.9, -2.2, 16.3, -1.4, -1.0
> COc1cc(CN2CCCC(N3CCN(c4ccccc4C)CC3)C2)cc(Cl)c1O (stereo unspecified)
 : -6.4, 2.7, -5.8, 2.5, -1.2, 1.3, -6.5, 8.3, -1.8, -0.2
> CC(=O)Nc1cc2c3ccccc3ccc2c2ccccc12
 : 1.5, -6.2, -3.2, -3.5, -4.7, -2.2, 5.8, -6.5, -3.9, -3.0
> O=C(COc1ccc2c3c(c(=O)oc2c1)CCC3)NCc1ccncc1
 : -2.9, -15.8, -0.6, 7.7, 0.5, -1.4, 0.0, -4.2, -14.1, -0.2
> CC(C)(C)N(Cc1ccccc1)C(=O)COC(=O)/C=C/c1ccc2c(c1)OCO2
 : -3.1, 3.0, -9.0, 5.8, -0.6, -1.0, 3.8, 3.6, 0.4, 1.2
> CC(NC(=O)Nc1ccc(O)cc1)(C(F)(F)F)C(F)(F)F
 : 5.9, 1.0, 31.9, 0.8, -1.8, -0.1, 1.2, 13.9, 1.0, 65.9*
> Cc1nn(CC(=O)Nc2ccc(Br)cc2F)c(=O)c2cccn12
 : -9.1, 1.4, -3.7, -8.3, 1.1, -0.5, -1.0, -11.8, -0.6, 2.6

(further entries)
The line under a structure holds: ARFGAP1 inhibitor, GC-B act, HTRA1 inhibitor, NR1D1 modulator, PG9 binder, SMARCA2 act, rCAG binder, ASAP1 GAP inh, GC-A act, ABHD4 inh
> CCN(C(=O)COC(=O)c1c(NC(C)=O)sc(C)c1C)c1c(N)n(Cc2ccccc2)c(=O)[nH]c1=O
 : -18.9, -2.5, 3.8, -15.1, 3.6, -0.8, 2.9, -9.2, 0.2, 6.1
> CN(c1ccccc1)S(=O)(=O)c1ccc(NC(=O)c2ccccc2)cc1
 : -4.9, 1.2, -45.8, 0.2, 0.3, -2.1, 0.7, 16.8, -1.1, -17.7
> CCCn1c(NCc2cc(C)ccc2O)nc2ccccc21
 : 2.6, nt, -12.4, nt, -1.6, -1.3, -2.7, 8.2, nt, -0.8
> CCOC(=O)c1ccc(Nc2ncnc3c2cnn3C)cc1
 : 1.8, -4.6, 3.6, 2.6, 0.3, -2.5, 2.2, 8.8, -2.5, 1.5
> O=C(NCc1ccco1)c1ccc(COc2cc(Cl)ccc2Cl)cc1
 : 4.2, 4.5, -29.0, 0.6, 0.2, -2.3, 3.2, 6.2, 40.7*, -45.9
> N#Cc1c(N)n(-c2ccc(N)cc2)c2nc3ccccc3nc12
 : 9.4, -6.9, 5.7, -6.0, 1.1, -1.7, 1.6, -2.1, -3.6, -0.8
> CCn1c(C)nc2cc(C(=O)NNS(=O)(=O)c3ccc(C)cc3C)ccc21
 : -4.8, 1.2, -6.1, -4.8, -0.4, -2.7, -2.0, 7.1, 1.3, -7.2
> CCCN(Cc1cc2cc(C)ccc2[nH]c1=O)C(=O)c1cccc(OC)c1
 : -2.0, -6.7, 0.1, -0.4, -1.1, -0.3, -6.6, 5.4, -5.1, -5.4
> CC(=O)c1cccc(NC(=O)NC(C)c2ccc3c(c2)OCO3)c1 (stereo unspecified)
 : 6.6, 3.1, 2.4, -1.0, 0.0, 0.1, -1.4, 3.1, -0.4, -4.9
> CCCc1nn(C)c2c(=O)[nH]c(-c3ccccc3OCC)nc12
 : -7.6, 22.1, -1.1, -2.5, -0.2, -1.7, -1.8, -1.7, 21.4, 0.1
> COc1ccccc1N1CCN(C(=O)CCc2ccc(S(=O)(=O)NC(C)C)cc2)CC1
 : 10.5, -1.9, -0.1, -3.3, -1.4, -2.3, -2.9, -5.6, -0.7, 9.4
> O=C(COC(=O)COc1ccccc1)NC1CCS(=O)(=O)C1 (stereo unspecified)
 : 6.1, 0.0, 2.3, -4.0, 1.0, -2.3, 1.8, -6.6, -1.2, -7.8
> Cc1nn(-c2ccccc2)c2nc(Cl)c(C(=O)O)cc12
 : 9.8, 2.0, 1.2, 1.1, 2.7, 0.7, 1.4, 10.9, 0.7, 6.0
> CC1(C)O[C@@H]2[C@H](O1)[C@@H](COS(=O)(=O)O)O[C@H]2n1cnc2c(=O)[nH]cnc21
 : 1.2, 9.8, -2.2, 1.6, -0.9, 0.8, 1.5, -7.8, 11.0, -0.8
> O=C(COc1ccc(C(=O)NCC2CCCO2)cc1)Nc1cccc(C(F)(F)F)c1 (stereo unspecified)
 : -5.1, -5.3, -6.0, -1.2, -0.9, -0.4, -4.8, -14.4, -2.4, -5.6

(list continues)
The line under a structure holds: ARFGAP1 inhibitor, GC-B act, HTRA1 inhibitor, NR1D1 modulator, PG9 binder, SMARCA2 act, rCAG binder, ASAP1 GAP inh, GC-A act, ABHD4 inh
> CNC(C)C#Cc1ccc2oc3cccc(OC)c3c(=O)c2c1 (stereo unspecified)
 : 1.2, 4.6, -8.3, -17.5, -1.7, 7.1, 1.6, -7.2, 1.5, -12.0
> C/C(=N\NC(=O)C1CC1)c1ccc(NC(=O)c2ccc(Br)o2)cc1
 : -6.8, 4.8, nt, -2.7, -2.0, 3.6, 0.3, -8.0, 7.1, -2.7
> COC(=O)C1SCCN1S(=O)(=O)c1ccc(Cl)cc1 (stereo unspecified)
 : -7.2, 2.9, 4.3, -1.5, -0.9, -2.8, -0.9, -4.6, 1.5, 0.9
> CC(C)Cn1c(N)c(C(=O)NCC2CCCO2)c2nc3ccccc3nc21 (stereo unspecified)
 : 12.7, 2.7, 19.3, 1.2, 0.0, 0.5, 2.4, 11.0, 15.3, 2.9
> COc1cccc(C(=O)Nc2c(F)c(F)c(F)c(F)c2F)c1
 : 10.2, -3.8, 1.9, -0.7, 1.7, 1.3, 0.9, -2.5, -5.7, 0.1

Source: PubChem
